Bioassay records: PubChem, several laboratories
CRFR2-BP ag: CRF-BP/CRF-R2 complex agonism; activation, % at 13.2 µM; HEK293 CRF-R2/CRF-BP, calcium dye fluorescence (FLIPR); percent of saturating CRF peptide response; 350,000 compounds, 0.46% hits;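 active = activation of at least 50%, plus an integration ratio under a set limit after plate pattern correction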;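 also: plate controls were neutral control wells without compound for no effect and CRF at EC100 for full effect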
GalR3 antagonist: antagonists of human GalR3 | O60755 | HEK293 GalR3-CNG cAMP membrane potential fluorescence; galR3 body fused to GalR1 C-terminus | inhibition, % at 3 µM | 360,000 compounds, 0.44% hits;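 active = inhibition above the screen-wide average plus 3 SD, cut at about 13% in these data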;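 also: forskolin and galanin both at EC90 stimulate the cells; cAMP rise reported by CNG channel membrane potential dye signal; 0% = forskolin plus galanin with DMSO and 100% = forskolin alone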
Target sequence (O60755 1-299 limits assumed): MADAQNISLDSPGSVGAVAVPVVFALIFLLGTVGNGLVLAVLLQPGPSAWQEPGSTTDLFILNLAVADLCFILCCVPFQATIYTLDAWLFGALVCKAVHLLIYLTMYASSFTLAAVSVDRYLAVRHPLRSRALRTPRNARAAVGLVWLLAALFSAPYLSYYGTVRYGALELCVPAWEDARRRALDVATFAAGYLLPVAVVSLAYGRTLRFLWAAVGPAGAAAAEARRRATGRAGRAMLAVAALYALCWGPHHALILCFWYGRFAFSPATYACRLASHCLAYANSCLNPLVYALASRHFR
FID counter: fluorescent intercalator displacement, NS3 helicase counter-screen | inhibition, % at 7.9 µM | DNA fluorescent intercalator displacement, fluorescence | 290,000 compounds, 0.17% hits | AID 1845; in the data active = inhibition above about 37%;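 also: 0% = vehicle and 100% = reference compound; higher means more ethidium bromide displaced from hairpin DNA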
MEKK2 WT-MEK5: raises or lowers MEK5 binding to wildtype human MEKK2 PB1 domain | 290,000 compounds, 1.1% hits | AID 1531 | bead flow cytometry, Alexa488-MEK5 binding to MEKK2 WT; actives lie on both sides | Q9Y2U5 | binding response (% of control), % at 10 µM; in the data active = binding response below about 67% or above about 130%
MEKK3 PB1 HTS: MEKK3-MEK5 PB1 interaction, increase or decrease; AID 1529; Q99759; binding response (% of control), % at 10 µM; bead-based flow cytometry, Alexa488-MEK5 binding to MEKK3; actives lie on both sides; 0 = blocked by unlabeled MEK5, 100 = vehicle; 290,000 compounds, 1.4% hits;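 active = binding response more than 3 SD above or below the average of its plate-row segment, actives on both sides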;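 also: Alexa488 bead fluorescence after subtracting the streptavidin-only scavenger bead signal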
Target sequence (Q99759 whole entry, looked up): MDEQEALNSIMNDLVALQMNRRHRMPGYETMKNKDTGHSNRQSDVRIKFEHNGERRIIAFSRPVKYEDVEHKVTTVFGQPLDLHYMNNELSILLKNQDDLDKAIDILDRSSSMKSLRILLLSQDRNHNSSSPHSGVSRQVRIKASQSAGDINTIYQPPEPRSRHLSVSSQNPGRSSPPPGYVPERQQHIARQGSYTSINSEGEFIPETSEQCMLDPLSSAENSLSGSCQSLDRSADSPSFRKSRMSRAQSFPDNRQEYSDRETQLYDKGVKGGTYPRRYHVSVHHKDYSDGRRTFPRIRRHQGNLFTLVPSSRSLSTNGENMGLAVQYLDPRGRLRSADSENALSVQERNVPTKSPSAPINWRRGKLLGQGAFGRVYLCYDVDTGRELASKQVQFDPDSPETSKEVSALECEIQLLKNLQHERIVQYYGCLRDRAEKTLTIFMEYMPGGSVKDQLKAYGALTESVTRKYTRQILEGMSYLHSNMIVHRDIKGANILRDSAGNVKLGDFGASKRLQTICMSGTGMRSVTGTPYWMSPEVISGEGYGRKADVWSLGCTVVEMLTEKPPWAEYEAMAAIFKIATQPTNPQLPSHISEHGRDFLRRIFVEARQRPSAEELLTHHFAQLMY
UBC9 SUMO inh: blocks human SUMOylation mediated by UBC9 | 290,000 compounds, 0.36% hits | P63279 | HTRF SUMOylation assay, SAE1/SAE2 + UBC9, in vitro | AID 2006 | inhibition, % at 35 µM; in the data active = inhibition above about 50%, passing the limit was not always enough; also: strong numbers were not always called active
Target sequence (P63279 whole entry, looked up): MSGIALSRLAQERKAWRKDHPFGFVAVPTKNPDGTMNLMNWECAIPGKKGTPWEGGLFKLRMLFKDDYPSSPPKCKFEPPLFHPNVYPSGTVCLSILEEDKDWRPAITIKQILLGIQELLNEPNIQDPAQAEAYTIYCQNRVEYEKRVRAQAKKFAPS
MEKK2mut PB1 HTS: signal of MEK5 binding to mutant human MEKK2 PB1 domain | bead flow cytometry, Alexa488-MEK5 binding to MEKK2 mutant | percent response, % at 10 µM | 290,000 compounds, 0.35% hits; in the data active = percent response above about 24%, passing the limit was not always enough; also: inactives centre near 1; some results filed as inactive read as strong as hits
HCV NS3 hel inh: blocks Hepatitis C virus NS3 helicase unwinding. NS3 helicase DNA unwinding, Cy5 molecular beacon fluorescence. inhibition, % at 10.9 µM. 290,000 compounds, 0.56% hits. AID 1800;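 active = inhibition above the mean of all tested compounds plus 3 SD, set per campaign, cut at about 35% in these data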;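 also: 0% = DMSO wells and 100% = thioflavine S control wells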
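test system = hepatitis C virus NS3 helicase domain fragment enzyme | reagent = annealed dual-labelled DNA beacon duplex, ATP-started | times = 1 h at 25 °C | detection = Cy5 fluorescence, 0 and 60 min reads | read-out basis = percent inhibition from t60/t0 fluorescence ratio | control set = DMSO and thioflavine S | replication = one well per compound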
CRFBP-R2 block: antagonists of CRF-binding protein/CRF-R2 receptor complex; HEK293 CRF-R2/CRF-BP, CRF-induced calcium fluorescence; inhibition, % at 11.8 µM; 350,000 compounds, 0.59% hits; AID 588475;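 active = inhibition of the ligand-induced calcium signal above about 50% at the single tested concentration, limit read from the data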
Starred values were filed as active, the others as inactive; nt = no result given; & = joins results of further samples; ! = not active in a repeat; [ ] = dose if it differs, or a comment.

Order of results: CRFR2-BP ag, GalR3 antagonist, FID counter, MEKK2 WT-MEK5, MEKK3 PB1 HTS, UBC9 SUMO inh, MEKK2mut PB1 HTS, HCV NS3 hel inh, CRFBP-R2 block
1	CCN(CC)C(=O)CCc1nnc(CCc2c[nH]c3ccccc23)o1
 : 3.1, -2, -15, 97, 97, 0, -7, 2, 13
2	O=C(O)c1cccc(S(=O)(=O)N(Cc2ccccc2)c2ccccc2)c1
 : -0.3, -4, -35, 92, 100, 20, -1, 21, 8
3	Cc1ccc(Sc2ncnc3onc(C)c23)cc1
 : -1.9, -1, -2, 102, 101, 1, -2, 0, 7
4	CN1CCN(c2ccc(NC(=O)CSc3nnnn3-c3ccccc3Cl)cc2)CC1
 : 0.7, -2, 37*, 108, 100, -1, 1, -67, -17
5	O=C(COc1ccc(Br)cc1)N1CCCCCC1
 : 6.1, -9, -9, 101, 103, -1, 1, -6, 27
6	CCc1cccc2c(C(=O)C(NCCCOC)c3ccccc3)c[nH]c12 (stereo not drawn)
 : -0.9, -10, 19, 115, 101, 6, 21, -58, -5
7	Nc1ccc(N2CCCCC2)cc1N1CCCCC1
 : -0.8, -2, -2, nt, nt, 8, nt, -20, 0
8	COc1cccc(-c2cccc(NC(=O)C3CCN(CC4CCOC4)CC3)c2)c1 (stereo not drawn)
 : -0.6, 0, 6, 107, 106, 8, 13, 3, -4
9	CCOc1ccc(N2C(=O)CC(NCCc3c[nH]c4ccccc34)C2=O)cc1 (stereo not drawn)
 : -5.3, -2, -25, 88, 90, -3, -9, -8, 4
10	Cc1ccccc1NC(c1cccc(Cl)c1)c1nnnn1C1CCCCC1 (stereo not drawn)
 : 0.6, 0, -6, 109, 102, 4, -1, 5, -10
11	COc1ccc(CNCCC(c2ccc(F)cc2)c2ccc(OC)cc2)cc1 (stereo not drawn)
 : 2.5, -6, 28, 140*, 100, 1, 3, -76, -29
12	COCCCN1C2=C(C(=O)CC(C)(C)C2)C(c2ccc(O)c(OC)c2)C2=C1CC(C)(C)CC2=O
 : -0.8, -11, -32, 112, 110, 21, 8, -4, 5
13	COc1ccc([N+](=O)[O-])cc1NC(=O)C(C)OC(=O)c1cccnc1 (stereo not drawn)
 : -1.9, -5, -7, 105, 117, 21, -1, 10, 12
14	Cc1cc(C(=O)N/N=C/c2cccc3ccccc23)c(C)o1
 : 0.2, -10, -15, 100, 100, -8, -8, -3, 8
15	COc1ccc(S(=O)(=O)N(CC(=O)NCC2CCCO2)Cc2ccccc2)cc1 (stereo not drawn)
 : -1.2, -8, -33, 110, 101, 13, 6, 4, 0

In another format: results already given
#	smiles	CRFR2-BP ag	GalR3 antagonist	FID counter	MEKK2 WT-MEK5	MEKK3 PB1 HTS	UBC9 SUMO inh	MEKK2mut PB1 HTS	HCV NS3 hel inh	CRFBP-R2 block
9	CCOc1ccc(N2C(=O)CC(NCCc3c[nH]c4ccccc34)C2=O)cc1 (stereo not drawn)	-5.3	-2	-25	88	90	-3	-9	-8	4
13	COc1ccc([N+](=O)[O-])cc1NC(=O)C(C)OC(=O)c1cccnc1 (stereo not drawn)	-1.9	-5	-7	105	117	21	-1	10	12
10	Cc1ccccc1NC(c1cccc(Cl)c1)c1nnnn1C1CCCCC1 (stereo not drawn)	0.6	0	-6	109	102	4	-1	5	-10
12	COCCCN1C2=C(C(=O)CC(C)(C)C2)C(c2ccc(O)c(OC)c2)C2=C1CC(C)(C)CC2=O	-0.8	-11	-32	112	110	21	8	-4	5
8	COc1cccc(-c2cccc(NC(=O)C3CCN(CC4CCOC4)CC3)c2)c1 (stereo not drawn)	-0.6	0	6	107	106	8	13	3	-4
14	Cc1cc(C(=O)N/N=C/c2cccc3ccccc23)c(C)o1	0.2	-10	-15	100	100	-8	-8	-3	8

More structures follow.
Order of results: CRFR2-BP ag, GalR3 antagonist, FID counter, MEKK2 WT-MEK5, MEKK3 PB1 HTS, UBC9 SUMO inh, MEKK2mut PB1 HTS, HCV NS3 hel inh, CRFBP-R2 block
16	CCSC1=C(C#N)C(c2ccc(C)s2)CC(=O)N1 (stereo not drawn)
 : 0.8, -11, -5, 103, 105, 16, 5, 1, -5
17	CC(OC(=O)c1ccc2c(=O)n3c(nc2c1)CCCCC3)C(=O)Nc1ccc(Cl)cn1 (stereo not drawn)
 : 0.8, -3, -1, 98, 96, 8, 2, 2, -40
18	COc1ccc(C(CNC(=O)c2cc(=O)[nH]c3ccccc23)N2CCCC2)cc1 (stereo not drawn)
 : -1.7, -3, 7, 103, 101, 14, 2, 1, 8
19	CCC(C)NC(=O)C1CCCN(C(=O)NC2CCCCC2)C1 (stereo not drawn)
 : -1.4, -5, -4, 101, 95, 0, -1, 3, 21
20	CC(C)Oc1cc(NC(=O)CSCC(=O)Nc2cccc(C(F)(F)F)c2)c(Cl)cc1Cl
 : -1.8, -3, 2, 105, 94, -51, -2, -10, -18
21	Cc1cc(C)c(S(=O)(=O)Nc2cccnc2)c(C)c1
 : 0.6, -6, -2, 102, 101, 22, 0, -1, 9
22	CCCn1c(=N)c(S(=O)(=O)c2ccccc2)cc2c(=O)n3cccc(C)c3nc21
 : 11, -8, -3, 100, 102, 21, 2, -10, 14
23	CN1CCN(C2=Cc3cc(Cl)ccc3Sc3cc(F)ccc32)CC1
 : 3.4, -11, 12, 202*, 83, -46, 53*, -52, -30
24	COc1ccc(-c2cc(C(F)(F)F)nc(N3CCN(c4ccc(F)cc4)CC3)n2)cc1OC
 : -0.7, -3, -2, nt, nt, 4, nt, 0, -7
25	CCOc1ccc2[nH]c(=O)c(CN(CC3COCCO3)C(=O)c3ccco3)cc2c1 (stereo not drawn)
 : -1.7, -3, nt, 98, 100, 4, 0, nt, 20
26	c1ccc2[nH]c(-c3ccncc3)nc2c1
 : -0.7, -3, -2&16, 46*![inhibitor], 42*![inhibitor], 36&37, -13&-11, 1&4, -4
27	CC1=CC(C)(C)N2C(=O)C3(NCCc4c3[nH]c3ccccc43)c3cc(C)cc1c32 (stereo not drawn)
 : -1.1, -7, -15, 99, 83, 5, 0, -1, -1
28	N#Cc1ccc(C(=O)N/N=C/c2cn(CC(=O)O)c3ccccc23)c(F)c1
 : -0.7, -5, -3, 100, 101, 13, -2, -4, -2
29	COc1cc(O)c(C(CCN2CCN(c3ccccc3)CC2)c2ccc(N(C)C)cc2)c(OC)c1 (stereo not drawn)
 : 1.7, -9, nt, 151*, 123, -8, 9, nt, -9
30	COc1ccc(N2CCN(C(=O)c3oc4ccccc4c3C)CC2)cc1
 : 1.8, 2, -28, 100, 104, -2, 2, -11, 1
31	CC(=O)C(Sc1nn(C)c(=S)s1)C(=O)Nc1ccccc1 (stereo not drawn)
 : 0.5, -3, -4, 101, 102, 12, 0, 8, 2
32	COc1ccc(OC)c(C(c2nnnn2C(C)(C)C)N2CCc3ccccc3C2)c1 (stereo not drawn)
 : 0.3, -5, -20, 92, 97, -2, -8, -12, -4
33	O=C(O)C1CCN(S(=O)(=O)c2cccc3nonc23)CC1
 : 1.6, -8, -2, 105, 104, nt, -1, 9, 2
34	c1ccc(CCNc2ncnc3ccccc23)cc1
 : 0.2, 93*, 1, 101, 101, 8, 1, 0, 5
35	COc1cc(C=O)ccc1Oc1nnnn1-c1ccccc1
 : -1.1, -2, -5, 92, 89, 19, -18, 21, -4
36	COc1cc(C(=O)Nc2ccc(Br)cc2C(=O)c2cc(OC)c(OC)c(OC)c2)cc(OC)c1OC
 : 2.3, 6, -2, 100, 103, 8, 3, -1, -3
37	CCCCCn1c(N)c(-c2nc3ccccc3o2)c2c([N+](=O)[O-])nn(C)c(=O)c21
 : -0.9, 2, -9, 111, 102, 3, 17, 6, -20
38	CCN(CC)CCCN=C(N)N
 : 0.5, 1, 0, 102, 102, 2, 0, -20, 13
39	Cc1ccc2c(c1)N(C(=O)CCC(=O)N1CCC(C(N)=O)CC1)CCO2
 : -1.0, nt, -9, 102, 99, 7, 2, -2, 13
40	Cc1cc(C)n2nc(C(=O)Nc3cccc(S(=O)(=O)N4CCCC4)c3)nc2n1
 : -1.0, -9, -12, 108, 104, -6, 2, 5, 16
41	Nc1nc(N)c(Cc2ccc(Cl)cc2Cl)c(N)n1
 : 1.5, -5, 6, 100, 98, 2, -1, -25, -32
42	COc1ccc(C(=O)NC(=S)N2CCNC(=O)C2)cc1Br
 : -0.6, -7, -3, 80, 84, -2, -10, 6, 3
43	Cc1ccccc1COc1ccc2oc(C)c(C(=O)O)c2c1
 : -3.6, -5, -31, 103, 106, 18, 13, 13, 10
44	Cc1ccc(NC(=O)Cc2nn(C)c(=O)c3ccccc23)cc1F
 : -1.8, -3, 1, 95, 99, -4, -2, 0, 14
45	CC(C)Cn1c(N)c(C(=O)COC(=O)c2cc(F)cc(F)c2)c(=O)n(C)c1=O
 : 0.1, -7, -17, 108, 116, -9, -1, -13, -22

Printed as active in MEKK2mut PB1 HTS (from the list above):
| # | SMILES | CRFR2-BP ag | GalR3 antagonist | MEKK2 WT-MEK5 | MEKK3 PB1 HTS | UBC9 SUMO inh | MEKK2mut PB1 HTS | HCV NS3 hel inh | CRFBP-R2 block |
| --- | --- | --- | --- | --- | --- | --- | --- | --- | --- |
| 23 | CN1CCN(C2=Cc3cc(Cl)ccc3Sc3cc(F)ccc32)CC1 | 3.4 | -11 | 202* | 83 | -46 | 53* | -52 | -30 |

Next part
Order of results: CRFR2-BP ag, GalR3 antagonist, FID counter, MEKK2 WT-MEK5, MEKK3 PB1 HTS, UBC9 SUMO inh, MEKK2mut PB1 HTS, HCV NS3 hel inh, CRFBP-R2 block
46	CCCOc1ccc(C(C)=O)cc1CN1CCOCC1
 : 1.0, -1, -6, 102, 97, 9, 2, 0, 22
47	COc1cc(/C=C(\C#N)C(=O)NCCc2ccccc2)cc(OC)c1O
 : 67*, -4, -14, 105, 101, -2, 2, 17, -99
48	CC(C)C(=O)NC(NC(=S)NC1CCS(=O)(=O)C1)C(Cl)(Cl)Cl (stereo not drawn)
 : -0.7, -2, -3, 101, 97, -8, 6, 5, 9
49	COc1ccc(C(=O)N/C(=C/c2cccnc2)C(=O)N2CCOCC2)cc1OC
 : -0.5, 2, -12, 91, 94, -4, -6, 6, -9
50	CCn1c(C)cc(C=C2C(=O)c3ccccc3C2=O)c1C
 : -1.2, -6, -3, 98, 101, -1, 1, 9, -2
51	O=C1C(=C(c2ccccc2)c2ccccc2)Nc2ccccc21
 : 0.1, -5, -7, 95, 96, 1, -3, -2, -8
52	CCOC(=O)c1ccc(NC(=O)Cn2cccc2)cc1
 : -1.7, nt, 0, 97, 93, 2, -5, 1, -5
53	CCOc1ccc(C(=O)Nc2ccc3c(c2)OCO3)cc1OCC
 : 0.3, 0, -8, 105, 101, 8, 3, 2, -6
54	CN(C(=O)c1cc2c(s1)-c1ccccc1S(=O)(=O)C2)c1ccccc1
 : -4.5, -6, -18, 101, 100, 16, -7, -2, -10
55	CN1CCC(=NNC(=O)C(=O)NC2CCCC2)CC1
 : 0.4, -3, -2, nt, nt, 0, nt, -3, -1
56	O=C(Nc1ccc2c(c1)OCO2)N1CCN(c2ncc(C(F)(F)F)cc2Cl)CC1
 : -2.4, -8, -4, 97, 100, 7, 1, 8, 20

These rows are one share of the data. The share of hits here may be higher or lower than overall.
